HP1b binding inh – inhibitors of HP1-beta chromodomain binding to methylated histone tails; P83916; AlphaScreen HP1-beta / biotin-H3K9me3 peptide binding; Potency, µM (doses to about 114 µM), inactives show at the top dose activity change, negative = inhibition, usual class: inhibitors; hit rate 0.56% among 390,000; further: potency means the concentration at half of the fitted maximal effect; nearly all actives have a fitted effect of over 70% in size; inactives centre near 23
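HP1-beta protein (50 nM final) preincubated 30 min at room temperature with biotinylated H3(1-18)K9me3 peptide (50 nM) in PBS pH 7.4, 0.01% Tween-20, then compound added for 30 min. AlphaScreen streptavidin donor/nickel chelate acceptor beads (10 ug/mL final), 30 min dark, luminescence read.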
PI4K2A block – PI4K2A (human) kinase inhibition. Q9BTU6. hit rate 0.13% among 420,000. activity change, negative = inhibition, % at 76.9 µM. purified PI4K2A, ADP-Glo luminescence, 1 h; stronger effect = lower value; in the data active means activity change below about -50%; inconclusive means mostly about -30% to -49%;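 further: -100% = wells without enzyme as full effect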
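ADP-Glo luminescence measured ADP generated by PI4K2A enzyme (4 ug/mL before mixing) with 1.2 mM PI substrate (pre-mix) and 300 microM ATP (pre-mix). Tris pH7.5 buffer with MgCl2, Triton X-100; 1 h reaction at ambient temperature.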
12-LOX inh – ALOX12 (human) lipoxygenase inhibition; P18054; purified 12hLO, xylenol orange hydroperoxide absorbance; Potency, µM (titrated, usually from 108 µM), inactives show at the top dose activity change, negative = inhibition, actives largely listed as inhibitors; hit rate 1.1% among 580,000; AID 1671190; further: potency means the concentration at half of the fitted maximal effect; on the % scale 0 is the no-effect control and ±100 the full control effect
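Hydroperoxide product was detected by ferrous iron/xylenol orange as the 573 to 405 nm absorbance ratio. Arachidonic acid at 40 uM (final) was turned over for 30 min at room temperature by 150 nM human 12hLO, pH 7.0 Hepes buffer, after 15 min compound preincubation.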
BAZ2B inh – inhibitors of human BAZ2B bromodomain; AlphaScreen BAZ2B-H3K14Ac peptide displacement; Potency, µM (doses to about 114 µM), without a hit: top-dose activity change, negative = inhibition, most hits filed as inhibitors; hit rate 4.4% among 360,000; further: potency means the concentration at half of the fitted maximal effect; on the % scale 0 is the no-effect control and ±100 the full control effect; nearly all actives have a fitted effect of over 60% in size
Target sequence (Q9UIF8 whole entry, looked up): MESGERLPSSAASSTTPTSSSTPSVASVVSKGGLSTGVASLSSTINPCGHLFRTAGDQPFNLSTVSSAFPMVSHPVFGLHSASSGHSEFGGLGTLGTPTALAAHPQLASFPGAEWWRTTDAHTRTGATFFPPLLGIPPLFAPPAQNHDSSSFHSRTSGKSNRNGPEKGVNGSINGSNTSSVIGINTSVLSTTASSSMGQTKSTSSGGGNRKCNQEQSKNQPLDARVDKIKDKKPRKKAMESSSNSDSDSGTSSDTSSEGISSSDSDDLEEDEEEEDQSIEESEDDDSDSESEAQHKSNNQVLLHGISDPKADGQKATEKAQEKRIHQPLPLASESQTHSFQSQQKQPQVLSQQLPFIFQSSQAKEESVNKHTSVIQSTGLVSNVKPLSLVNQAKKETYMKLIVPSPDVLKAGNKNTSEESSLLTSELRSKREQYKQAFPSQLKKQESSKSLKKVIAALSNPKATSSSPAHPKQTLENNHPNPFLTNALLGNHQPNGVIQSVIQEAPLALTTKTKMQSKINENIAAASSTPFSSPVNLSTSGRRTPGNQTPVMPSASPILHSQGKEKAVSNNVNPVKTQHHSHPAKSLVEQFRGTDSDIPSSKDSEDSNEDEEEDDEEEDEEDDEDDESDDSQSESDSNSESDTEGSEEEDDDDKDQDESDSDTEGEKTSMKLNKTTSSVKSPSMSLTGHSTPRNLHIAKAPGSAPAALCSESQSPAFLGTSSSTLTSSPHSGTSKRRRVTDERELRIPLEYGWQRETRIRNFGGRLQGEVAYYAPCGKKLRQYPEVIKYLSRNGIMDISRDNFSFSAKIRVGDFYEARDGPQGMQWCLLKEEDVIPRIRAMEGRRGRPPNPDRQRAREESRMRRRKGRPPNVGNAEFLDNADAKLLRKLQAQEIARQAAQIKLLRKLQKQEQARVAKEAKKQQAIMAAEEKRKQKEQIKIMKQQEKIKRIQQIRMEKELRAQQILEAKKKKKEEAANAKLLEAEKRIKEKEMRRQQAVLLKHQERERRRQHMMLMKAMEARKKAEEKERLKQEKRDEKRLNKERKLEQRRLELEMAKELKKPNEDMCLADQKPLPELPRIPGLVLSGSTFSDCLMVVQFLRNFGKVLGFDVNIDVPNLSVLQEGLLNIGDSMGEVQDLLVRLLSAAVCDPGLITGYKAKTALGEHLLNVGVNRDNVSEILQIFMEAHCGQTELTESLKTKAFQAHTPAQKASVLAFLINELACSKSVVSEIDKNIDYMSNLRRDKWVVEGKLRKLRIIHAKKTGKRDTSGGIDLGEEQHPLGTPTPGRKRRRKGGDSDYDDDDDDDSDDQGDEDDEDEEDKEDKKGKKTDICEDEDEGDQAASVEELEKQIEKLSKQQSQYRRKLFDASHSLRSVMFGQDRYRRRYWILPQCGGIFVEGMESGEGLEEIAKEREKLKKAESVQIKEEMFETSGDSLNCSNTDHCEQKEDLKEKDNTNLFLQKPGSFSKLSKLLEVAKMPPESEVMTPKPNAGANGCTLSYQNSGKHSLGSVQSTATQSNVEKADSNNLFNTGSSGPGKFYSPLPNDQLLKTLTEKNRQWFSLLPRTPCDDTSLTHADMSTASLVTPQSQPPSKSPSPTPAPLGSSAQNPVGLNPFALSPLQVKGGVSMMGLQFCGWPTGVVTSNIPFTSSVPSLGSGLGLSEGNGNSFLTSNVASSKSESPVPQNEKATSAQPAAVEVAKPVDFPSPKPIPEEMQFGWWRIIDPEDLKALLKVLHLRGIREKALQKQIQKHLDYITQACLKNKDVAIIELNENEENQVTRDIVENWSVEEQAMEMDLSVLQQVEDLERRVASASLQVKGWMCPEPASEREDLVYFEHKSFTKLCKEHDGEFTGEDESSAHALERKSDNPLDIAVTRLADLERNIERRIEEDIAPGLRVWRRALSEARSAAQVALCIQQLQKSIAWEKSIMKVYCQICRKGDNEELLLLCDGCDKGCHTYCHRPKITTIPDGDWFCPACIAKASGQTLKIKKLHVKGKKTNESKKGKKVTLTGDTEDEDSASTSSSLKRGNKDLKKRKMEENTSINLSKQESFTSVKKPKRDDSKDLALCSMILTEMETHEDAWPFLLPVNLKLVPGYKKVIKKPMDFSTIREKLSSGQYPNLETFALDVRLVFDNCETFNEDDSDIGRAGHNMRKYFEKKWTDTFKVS
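AlphaScreen displacement of biotin-H3(5-23)K14Ac peptide (50 nM final) from BAZ2B (50 nM final) in PBS pH 7.4, 0.01% Tween-20; complex preformed 30 min RT, then compounds (top 110 uM) 30 min RT, beads 20 min dark.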
G9a block – blocks human histone lysine methyltransferase G9a. hit rate 8.8% among 350,000. G9a H3K9 monomethylation, AlphaScreen, 2 h. Potency, µM (titrated, usually from 102 µM), for the others: at the top dose activity, negative = inhibition, actives largely listed as inhibitors; further: potency means the concentration at half of the fitted maximal effect; on the % scale 0 is the no-effect control and ±100 the full control effect; nearly all actives have a fitted effect of over 75% in size
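G9a (20 nM) preincubated 15 min RT with compounds, then 500 nM biotinylated H3K9 peptide and 20 uM SAM added; 2 h RT reaction. Monomethyl-H3K9 product detected by AlphaScreen with anti-H3K9me1 antibody, streptavidin donor and anti-rabbit IgG acceptor beads.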
JMJD2A Tudor inh – blocks the human JMJD2A Tudor domain | O75164 | AlphaScreen JMJD2A-Tudor / H3K4me3 peptide binding | Potency, µM (titrated, usually from 114 µM), inactives show top-dose activity change, negative = inhibition, hits mostly inhibitors | hit rate 4.4% among 390,000 | AID 504339; further: potency means the concentration at half of the fitted maximal effect; on the % scale 0 is the no-effect control and ±100 the full control effect; nearly all actives have a fitted effect of over 50% in size
RGS4 inhibitor – inhibitors of human regulator of G protein signaling 4 | P49798 | Transcreener GDP fluorescence polarization, RGS4-accelerated GTP hydrolysis | Potency, µM (series often up to 114 µM), inactives show at the top dose activity change, negative = inhibition, usual class: inhibitors | hit rate 0.039% among 390,000 | AID 504845; further: potency means the concentration at half of the fitted maximal effect; on the % scale 0 is the no-effect control and ±100 the full control effect; nearly all actives have a fitted effect of over 75% in size; some results filed as inactive show a strong effect at the top dose
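MLSMR compounds (23 nl, pin-transferred) preincubated 10 min at room temperature with a 500nM (2x) first reagent, then RGS4 at 900nM (2x) plus Transcreener GDP mix added; fluorescence polarization (620/688 nm) read before and after 90 min at 30 °C.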
ERG Ets-DNA blk – ERG Ets/DNA interaction inhibition; P11308; fluorescence polarization, His-ERG Ets domain / labelled DNA; Potency, µM (titrated, usually from 76.9 µM), for inactives: at the highest dose FP activity, negative = inhibition, most hits filed as inhibitors; hit rate 0.028% among 370,000; AID 624246; active means well fitted inhibition curve with a large enough effect in the polarisation, with a control signal flat; inconclusive means small, poorly fitted or top-dose-only effect, or effect the other way, or a change in a side signal; inactive means no such curve, though single readings can be large or run the other way; the % refers to the polarisation;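 further: polarization taken with two DNA probes labelled with fluorescein and Texas red; potency means the concentration at half of the fitted maximal effect; % of control where 0% means no effect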
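His-tagged ERG Ets domain (1 uM in the protein solution; 300mM KCl, 50mM Tris-HCl, 1mM EDTA, 1mM DTT, pH 7.5) received compound, then a probe mix of 5 nM fluorescein-DNA and 100nM Texas-615-DNA. Fluorescence polarization was read for both dyes.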
GLS inh – blocks human kidney-isoform glutaminase activity; O94925; hit rate 0.21% among 410,000; GLS enzymatic activity, qHTS titration; Potency, µM (titrated, usually from 45.5 µM), for inactives: at the top dose activity change, negative = inhibition, actives largely listed as inhibitors; further: potency means the concentration at half of the fitted maximal effect; on the % scale 0 is the no-effect control and ±100 the full control effect
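Coupled fluorescence readout: glutamate oxidase/HRP/Amplex Red detect glutamate formed by hKGA from L-glutamine (1 mM solution added). Buffer 45 mM KH2PO4 pH 8.2, 0.02% Tween-20; reads at t0 and 30 min RT.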
The depositor's hits bear a star; ? = inconclusive; · = not tested or not shown; [ ] = another dose, or the depositor's remark. Unless noted, the call rests on the fitted dose curve; in most records, active means well fitted curve in the direction sought with a large enough effect; inconclusive means small, poorly fitted or top-dose-only effect, or another doubt; inactive means no such curve, though single readings can be large; an effect the other way counts as inactive or inconclusive. This is a subset. The share of hits here may be higher or lower than overall.

SMILES	HP1b binding inh	PI4K2A block	12-LOX inh	BAZ2B inh	G9a block	JMJD2A Tudor inh	RGS4 inhibitor	ERG Ets-DNA blk	GLS inh
Cc1ccc(-c2ccc(=O)n(CC(=O)N3CCN(c4cccc(C)c4)C(C)C3)n2)cc1 (stereo not drawn)	-7%	0	8%[57.4 µM]	?	6%[12.7 µM]	?	-16%	·	23%
Cc1cc(Cl)ccc1OCCCC(=O)NNC(=O)c1ccccc1O	81%[activator]	1	-4%	5%	6%	-12%	-18%	0%	-5%
CCC(=O)N1CCc2cc(S(=O)(=O)CCC(=O)N3CCN(c4ccccc4Cl)CC3)ccc21	7%	5	-6%	·	1%[59 µM]	-7%	-3%	-10%	10%
COC(=O)c1ccc(NC(=O)c2cccc(NC(=O)c3ccco3)c2)cc1	44%[activator]	-6	-5%	-2%	20%	-10%	1%	1%	-3%
O=C(Nc1ccccc1N1CCCCC1)c1cc(S(=O)(=O)N2CCOCC2)ccc1Cl	28%	3	-16%	?	-39%	-23%	-34%	13%	3%
Cc1ccc(NC(=O)CNC(=O)c2cccc(C)c2)nc1	-7%	-1	-16%	-25%	2%	-16%	2%	-9%	0%
Oc1ccc(OCc2ccccc2)cc1	·	0	?	·	2%[21.5 µM]	·	·	·	15%[20 µM]
O=C(c1ccco1)N1CCN(CC(O)COc2ccc(Br)cc2)CC1 (stereo not drawn)	19%	5	-12%	-3%	50µM*	2%	-36%	13%	0%
CC(C)CCNC(=O)CCCc1ccccc1	33%	0	0%	3%	15%[59 µM]	1%	-4%	-1%	5%
CCC(CO)Oc1cc(NC(=O)c2ccccc2N)c2ncn(C(C)C)c2c1 (stereo not drawn)	10%	-2	5%	·	·	?	-5%	-1%	-6%
COc1cccc(OC)c1/C(O)=C(\C#N)c1nc2ccccc2[nH]1	9%	-1	-24%	-2%	7%	-17%	21%	·	12%
O=C(COc1ccccc1C(=O)NCC1CCCO1)Nc1ccc(Cl)cc1Cl (stereo not drawn)	25%	-1	-15%	-4%	·	-8%	4%	13%	-8%
CC(=O)N1CCC(N(Cc2ccco2)C(=O)Nc2ccc(C)c(Cl)c2)CC1	5%	-3	-19%	-5%	4%[59 µM]	-24%	-20%	4%	0%
CCC(=O)c1ccc(OCC(=O)Nc2nc(-c3cccnc3)cs2)cc1	6%	1	?	-10%	40µM*	?	?	6%	31%[activator]
CCOn1c(=O)c[n+]([O-])c2ccccc21	33%	-3	-7%	-7%	-48%	-4%	15%	30%[activator]	17%
COc1ccc([N+](=O)[O-])cc1NC(=O)CCSCCc1ccccn1	33%	-3	-28%	3%	?	-5%	-5%	16%	-6%
CCN(C(=O)COC(=O)c1ccc2ccccc2n1)c1c(N)n(Cc2ccccc2)c(=O)[nH]c1=O	19%	-5	7%	-3%	?	-9%	-16%	10%	0%
O=C(NC1CCN(C(=O)N2c3ccccc3Sc3ccccc32)CC1)c1ccccc1F	-11%	2	?	?	?	?	-1%	-3%	18%
Cc1ccc(C)c(OCC(=O)Nc2ccc(C(=O)O)cc2NC(=O)COc2cc(C)ccc2C)c1	33%	-9	0%	-27%	?	-25%	-32%	8%	0%
N#Cc1ccc(C(=O)NNC(=O)c2cccc(S(=O)(=O)N3CCOCC3)c2)cc1	19%	-6	21%	·	·	-6%	13%	7%	2%
COCCCNc1nc(N)c([N+](=O)[O-])c(NCc2ccccc2)n1	28%	-2	·	5%	-26%	1%	-8%	-6%	2%
CC(CNC(=O)C(C)(C)C)NC(=O)C(C)(C)C (stereo not drawn)	37%	4	0%	4%	0%[59 µM]	-1%	0%	-2%	-1%
CCOC(=O)c1sc(SC)c2c1CCC/C2=N/OC	77%[activator]	0	-1%	4%	64%[activator]	40%[activator]	-19%	-6%	-16%
CCOc1cc(CNCCCN2CCOCC2)cc(Br)c1OCc1ccccc1Cl	15%	-1	?	-34%	?	-32%	18%	2%	5%
COc1cc(OC)c(NC(=O)CSc2nc3ccncc3[nH]2)cc1Cl	63%[activator]	3	-19%	-13%	0%[59 µM]	-23%	-11%	-4%	-1%

The list goes on.
SMILES	HP1b binding inh	PI4K2A block	12-LOX inh	BAZ2B inh	G9a block	JMJD2A Tudor inh	RGS4 inhibitor	ERG Ets-DNA blk	GLS inh
CC1(C)Cc2nc(-c3ccccc3)n3cnnc3c2CO1	10%	0	241%[activator]	·	-10%[59 µM]	-8%	-23%	3%	2%
COCCN(CCOC)S(=O)(=O)c1ccc(C(=O)Nc2nc(-c3ccncc3)cs2)cc1	18%	2	11%	-8%	10%	-19%	-22%	·	-1%
O=C(NC(=S)Nc1ccccc1N1CCOCC1)c1ccc(-c2cccc(Cl)c2)o1	4%	0	40µM*	-8%	22%[59 µM]	-29%	7%	3%	8%
COc1ccccc1-c1nnc(SCC(=O)NC2CCS(=O)(=O)C2)n1N (stereo not drawn)	38%	-4	0%	0%	?	-9%	-17%	10%	3%
N#CC1(C#N)C(C(N)=O)C1c1ccccc1 (stereo not drawn)	25%	-7	3%	0%	-5%[59 µM]	13%	1%	7%	5%
CCn1c(CSc2nc3ccccc3s2)nnc1SCC(=O)OC(C)(C)C	30%	3	28%	-2%	13%[59 µM]	-6%	19%	1%	3%
CCCCCOC(=O)C(C)Sc1n[nH]c(=O)[nH]c1=O (stereo not drawn)	44%[activator]	2	1%	10%	-31%	12%	-6%[11.4 µM]	1%	3%
O=C1N(Cc2cccnc2)C[C@@H]2C[C@@H](c3ccc(-c4ccccc4)cc3)N3CCC[C@@]123	18%	2	0%	-30%	50µM*	-22%	-24%	9%	0%
CCOc1cc2c(C#N)c(N3CCNCC3)nc(N)c2c(N)n1	15%	35	0%	-38%	?	-30%	-6%	6%	11%
Cc1ccc(S(=O)(=O)N(C)C)cc1-n1c(SCC(=O)Nc2ccc(F)cc2Cl)nc2ccccc2c1=O	7%	0	0%	-27%	?	-23%	-6%	7%	7%
O=C(CN1C(=O)C2(SCC(=O)N2c2ccc(F)c(F)c2)c2ccccc21)Nc1cccc(Cl)c1 (stereo not drawn)	1%	10	6%	-1%[57.1 µM]	?	-28%	-11%	2%	-3%
Cc1cccc(NS(=O)(=O)c2cccc(C(=O)NCc3ccccc3CN3CCOCC3)c2)c1	42%[activator]	1	97%[activator]	-3%	17%[2.33 µM]	-22%	-24%	5%	11%
CN(CCc1ccccc1)C(=O)c1ccc(NC(=O)Cc2ccc(NC(=O)C3CCN(C(=O)C4CCCCC4)CC3)cc2)cc1	41%	0	6%	·	·	-6%	-2%	-1%	-2%
CC1CCN(C(=O)Cn2nnc(-c3cccs3)n2)CC1	34%	3	6%	-2%	15%	-3%	2%	9%	0%
OC(COc1cccc2ccccc12)CN1CCN(c2ccccn2)CC1 (stereo not drawn)	-8%	3	?	?	50µM*	-25%	-47%	-2%	32%[activator]
CCN1/C(=C/C(=S)Nc2ccccc2)Sc2ccccc21	50µM*	-11	?	22µM*	·	50µM*	?	8%	2%
CC(C)Cc1nnc(NC(=O)c2cc([N+](=O)[O-])ccc2N2CCOCC2)s1	1%	3	·	-12%	·	-34%	12%	-1%	5%
N#CCCN(Cc1cccnc1)C(=O)c1sc2cc(F)ccc2c1Cl	74%[activator]	-3	-6%	-15%	-4%[59 µM]	2%	-12%	-2%	0%
Cc1ccc(CSCCNS(=O)(=O)c2ccccc2)cc1	10%	-2	-21%	8%	9%[59 µM]	-15%[57.1 µM]	-24%	-5%	6%
CC(C)COc1cc(=O)[nH]c(SCC(C)C)n1	16%	3	0%[57.4 µM]	1%	1%[59 µM]	-29%	-19%	10%	16%
Cc1cccc(N2CCN(C(=O)c3ccc4c(c3)OCCO4)CC2C)c1 (stereo not drawn)	14%	5	68%[activator]	·	-27%	-9%	-24%	4%	0%
CNC(=S)Nc1ccc([N+](=O)[O-])cc1	9%	-5	-21%	-4%	56µM*	-17%	-7%	-13%	2%
CC(=O)Nc1cccc(NC(=O)c2cc3ccccc3o2)c1	35%	-1	-3%	3%	14%[59 µM]	-7%	-11%	0%	1%
c1ccc(-n2cccc2CNC2CCCCC2)cc1	?	1	·	?	?	3.5µM*	-19%	·	-2%
COC(=O)c1ccc(COC(=O)C(CCS(C)(=O)=O)N2C(=O)c3ccccc3C2=O)cc1 (stereo not drawn)	28%	-5	-17%	-30%	4%[59 µM]	-10%[57.1 µM]	-24%	-2%	2%
CC1(C)CC(=O)C=C(C(=O)N2CCCC(C(=O)c3cccc(C(F)(F)F)c3)C2)O1 (stereo not drawn)	31%	-6	0%	12%	43%[0.501 µM]	-4%	-22%	6%	6%
Cc1ccnc(NC(=O)c2ccc(Br)s2)c1	26%	-14	2%	9%	6%	-6%	3%	-1%	-4%

Records listed so far that bear a hit mark in BAZ2B inh.
SMILES	HP1b binding inh	PI4K2A block	12-LOX inh	BAZ2B inh	G9a block	JMJD2A Tudor inh	RGS4 inhibitor	ERG Ets-DNA blk	GLS inh
CCN1/C(=C/C(=S)Nc2ccccc2)Sc2ccccc21	50µM*	-11	?	22µM*	·	50µM*	?	8%	2%

High-throughput results deposited in PubChem by National Center for Advancing Translational Sciences (NCATS).
